Assay outcomes as filed in PubChem BioAssay.
DTT redox prof = compounds producing H2O2 with reducing agent – biochemical, NIH compound library profiling, artefact control for MLSCN library redox annotation, primary screen | 200,000 compounds, 0.03% hits | DTT-dependent redox cycling H2O2, phenol red/HRP absorbance; 100% = 100 µM peroxide control, 0% = buffer | activation, % at 10 µM;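 active = activation of at least 50% relative to the plate's high and low controls in the primary single-dose screen; inactive = activation below 50%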;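 also: compound incubated with DTT at 0.8 mM final as the reducing agent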
TNAP inh noacc = human TNAP enzyme inhibitors, primary screen, biochemical, luminescent, no phosphate acceptor, uHTS | 200,000 compounds, 0.26% hits | purified TNAP, CDP-star luminescence, 30 min | inhibition, % at 20 µM | Alkaline phosphatase, tissue-nonspecific isozyme (Homo sapiens), P05186 | AID 1012, 2008;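 active = tissue-nonspecific alkaline phosphatase inhibition above about 50% at 20 µM in the single-dose screen, limit read from the data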;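 also: 0% = DMSO negative control and 100% = EDTA positive control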
Target sequence (P05186 whole entry, looked up): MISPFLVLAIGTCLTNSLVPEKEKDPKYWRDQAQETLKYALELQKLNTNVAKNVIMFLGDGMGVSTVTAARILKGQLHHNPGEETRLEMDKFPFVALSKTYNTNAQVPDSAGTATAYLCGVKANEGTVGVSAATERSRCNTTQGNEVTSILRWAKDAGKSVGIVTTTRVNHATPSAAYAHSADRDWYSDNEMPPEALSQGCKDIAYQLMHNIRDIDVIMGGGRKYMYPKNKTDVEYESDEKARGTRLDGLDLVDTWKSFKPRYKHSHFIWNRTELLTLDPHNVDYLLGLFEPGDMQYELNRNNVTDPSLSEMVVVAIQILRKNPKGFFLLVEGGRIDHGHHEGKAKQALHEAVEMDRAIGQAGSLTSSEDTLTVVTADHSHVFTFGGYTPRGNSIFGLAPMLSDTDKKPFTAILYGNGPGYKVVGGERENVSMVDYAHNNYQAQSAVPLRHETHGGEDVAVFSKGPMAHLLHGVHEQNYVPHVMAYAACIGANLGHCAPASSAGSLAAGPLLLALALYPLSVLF
Lmaj promast = Leishmania major promastigote growth inhibition, primary screen; Leishmania major promastigotes, resazurin fluorescence viability; 200,000 compounds, 9% hits; AID 1063, 2008; inhibition, % at 10 µM; in the data active = inhibition above about 50%;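 also: promastigotes grown with compound for 44 hours at 28 °C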
S1P3 antag = S1P3 receptor antagonists, primary screen, cell-based; inhibition, % at 4.98 µM; 170,000 compounds, 0.27% hits; AID 485, 2006; Sphingosine 1-phosphate receptor 3 (Homo sapiens), Q99500; CHO S1P3 NFAT-BLA reporter, FRET fluorescence, antagonist mode;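 active = inhibition above the plate cutoff, the mean inhibition of test wells on that plate plus 3 SD, cut at about 28% in these data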;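 also: cells challenged with S1P at its EC80 of 0.8 µM; blue over green emission ratio from cleaved BLA substrate after 4 h stimulation; 0% = S1P-stimulated wells and 100% = unstimulated DMSO-only wells; some compounds past the cut are filed as inactive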
Target sequence (Q99500 whole entry, looked up): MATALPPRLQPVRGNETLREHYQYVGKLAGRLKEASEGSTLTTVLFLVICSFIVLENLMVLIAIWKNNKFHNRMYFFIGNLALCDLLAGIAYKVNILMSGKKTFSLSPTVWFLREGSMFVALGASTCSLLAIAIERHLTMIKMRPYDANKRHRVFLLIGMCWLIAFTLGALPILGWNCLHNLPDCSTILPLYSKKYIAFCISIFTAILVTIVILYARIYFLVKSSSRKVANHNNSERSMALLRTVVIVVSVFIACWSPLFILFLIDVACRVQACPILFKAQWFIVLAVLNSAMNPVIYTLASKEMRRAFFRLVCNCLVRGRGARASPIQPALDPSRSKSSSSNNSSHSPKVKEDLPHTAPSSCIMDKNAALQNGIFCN
PMI act satM6P = human PMI activators, high substrate, primary screen, biochemical, fluorescence intensity, near-saturating mannose 6-phosphate; Mannose-6-phosphate isomerase (Homo sapiens), P34949; coupled PMI enzyme assay, resazurin fluorescence, 20 min; active compounds read high; 1 = untreated enzyme, 0 = substrate-free blank; activation factor at 20 µM; 190,000 compounds, 0.34% hits;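 active = activation factor of 2 or more at 20 µM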
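Test system: human phosphomannose isomerase with PGI, G6PDH, diaphorase coupling enzymes / Doses: 20 µM compound, 1% DMSO / Times: enzyme reaction with compound 20 min at room temperature / Measured by: Diaphorase-driven resazurin-to-resorufin fluorescence, excitation 544, emission 590 nm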
PMI act = activators of human PMI, primary screen, biochemical, fluorescence intensity, near-Km mannose 6-phosphate. purified human PMI, coupled resazurin fluorescence, 20 min; active compounds read high; 1 = vehicle control, 0 substrate-free wells. activation factor at 20 µM. 190,000 compounds, 0.005% hits. AID 1214, 2008;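 active = activation factor of 2 or more at 20 µM, relative to plate controls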
RAM network inh = inhibitors of the yeast RAM network, primary screen, dse1pr::URA3 reporter, 5-FOA selection; AID 868, 2007; S. cerevisiae dse1pr::URA3 reporter, 5-FOA growth OD615, 2 d; analog-sensitive cbk1-as2 kinase mutant strain; 190,000 compounds, 1.8% hits; inhibition, % at 50 µM;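 active = inhibition above a set limit, 3 SD over mean compound inhibition, cut at about 8.4% in these data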;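 also: 0% = DMSO-only wells with no growth and 100% = 10 µM 1-NA-PP1 full growth; inhibition rescues growth on 5-FOA so higher OD means more RAM inhibition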
TNAP inh hi DEA = human TNAP enzyme inhibitors, primary screen, biochemical, luminescent, high phosphate acceptor level, uHTS; AID 1135, 2008; purified TNAP, CDP-star luminescence, 1 M DEA; inhibition, % at 20 µM; 200,000 compounds, 0.03% hits;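 active = over 50% inhibition of tissue-nonspecific alkaline phosphatase at 20 µM in the single-dose screen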;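 also: plate controls were DMSO wells for no effect and EDTA-quenched wells as full inhibition for full effect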
Efa HMGR inh = inhibitors of E. faecalis class II HMGR, primary screen, biochemical, Enterococcus faecalis. HMG-CoA reductase (Enterococcus faecalis, mvaE). purified E. faecalis HMGR, NADPH absorbance 340 nm kinetic. inhibition, % at 10 µM. 190,000 compounds, 0.41% hits;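 active = inhibition above a set limit, the median over all tested compounds plus 3 SD, cut at about 9.5% in these data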;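 also: enzyme runs in reverse so mevalonate oxidation gives rising NADPH absorbance; 0% = complete reaction with DMSO and 100% = background rate lacking mevalonate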
Hsp70 act = Hsp70 transcriptional activators, primary screen, cell-based, HeLa, Hsp70 promoter luciferase, luminescence, 10 µM; HeLa Hsp70 promoter luciferase reporter; scaled: vehicle 0, proteasome-inhibitor control 100%; activation, % at 10 µM; 200,000 compounds, 0.04% hits; AID 1203, 2008;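 active = activation above the mean across all tested compounds plus 3 SD, cutoff set per campaign, cut at about 5.5% in these data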;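 also: 100% = MG132 at 30 µM as the positive control and 0% = DMSO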
Active calls of the source: *; . = not tested or not shown. Compounds were not picked by outcome, and some 12% of all compounds hit somewhere here.

SMILES	DTT redox prof	TNAP inh noacc	Lmaj promast	S1P3 antag	PMI act satM6P	PMI act	RAM network inh	TNAP inh hi DEA	Efa HMGR inh	Hsp70 act
Nc1nonc1-n1nnc(C(=O)O)c1-c1cccs1	2.3	-8	1	10	1	0.9	-0.3	-1	10*	0.3
Cc1ccc(Sc2c(C)nn(C(=O)c3cccc(S(=O)(=O)N4CCOCC4)c3)c2C)cc1	0.1	-11	-1	.	0.9	0.9	3.5	1	-4	-0.4
O=C(CNC(=S)N(Cc1ccccc1)Cc1ccccc1F)NCCc1ccc(Cl)cc1	-0.1	-32	98*	-4	1	0.9	36*	-20	-3	-0.3
Cc1nc2scc(-c3ccccc3)c2c(=O)o1	0.7	-7	-5	-6	0.9	1	-0.4	-3	2	-0.2
O=C(CCSCCc1ccccn1)Nc1cccc([N+](=O)[O-])c1	-0.2	-4	-1	-1	1.1	1.1	0.6	5	2	-0.3
COc1cccc(/C=N/NC(=O)c2cnccn2)c1	0.5	-2	-3	10	1	1	0.7	-1	-4	0.1
O=c1c(C(c2ccccc2)c2c(O)nc3n(c2=O)CCS3)c(O)nc2n1CCS2	0.5	2	6	-4	1.1	1	1.6	2	0	-0.5
CN(C)CCNCc1ccccc1OC1CCCC1	0.3	-9	16	.	1.1	1.1	1.7	-5	-2	0.0
O=C(CNC(=O)C(c1ccccc1)c1ccccc1)OCC(=O)c1cccs1	-0.4	-9	0	2	0.9	0.9	5.1	-4	3	-0.1
O=[N+]([O-])c1ccccc1-c1ccc(/C=N/n2cnnc2)o1	-7.7	-12	-1	.	0.5	0.8	0.2	-5	2	-0.4
Cc1cc(Cl)ccc1OCC(=O)N/N=C1\CC2C=CCC12 (stereo unspecified)	0.0	-7	-9	12	0.9	1	-0.8	-6	0	-0.1
CC(=O)c1ccc(NC(=O)C2CCCN2S(=O)(=O)c2cccc3cccnc23)cc1 (stereo unspecified)	-1.0	-3	-3	-22	1.1	1	-0.2	-8	-3	-0.1
CN(C1CCCCC1)S(=O)(=O)c1ccc(S(=O)(=O)N2CCN(C(=O)c3ccccc3F)CC2)cc1	0.0	-2	-4	.	0.9	0.9	2.2	-1	-2	-0.4
CC1Cc2ccccc2N1CC(=O)NC(=O)NCc1ccccc1 (stereo unspecified)	-2.2	-14	63*	-9	0.9	1	0.4	-4	-1	-0.2
Cc1nn(-c2ccccc2)c(C)c1/C=N/n1c(-c2ccncc2)n[nH]c1=S	-0.4	-11	1	1	0.9	0.9	2.0	-5	-6	-0.2
CC(=O)c1ccc(NC(=O)COC(=O)c2nc(Cl)ccc2Cl)cc1	-2.0	-12	-4	12	0.9	1.1	4.7	-2	-6	-0.1
O=C(CCCC(=O)N(CC(=O)NC1CCCCC1)Cc1ccc2c(c1)OCO2)Nc1ccccn1	-0.5	-10	-7	21	1	1	2.0	-5	1	0.2
O=C(NCC(=O)N(c1cccnc1)C(C(=O)NCc1ccco1)c1ccccc1)c1ccco1 (stereo unspecified)	1.3	-8	1	-19	1	1	4.5	-2	-3	0.1
O=C(COC(=O)[C@@H]1CC(O)CN1S(=O)(=O)c1ccc([N+](=O)[O-])cc1)NC12CC3CC(CC(C3)C1)C2 (stereo partly specified)	0.0	-9	-8	7	1.4	1.2	0.1	-4	-1	0.1
O=C(C1CCN(C2CCN(C/C(Cl)=C/c3ccccc3)CC2)CC1)N1CCOCC1	-1.7	-10	97*	10	0.9	0.9	-0.3	-4	-4	0.0
NC(=O)c1ccc(C(F)(F)F)cn1	0.3	-6	0	1	1	0.8	-0.5	-3	-1	0.1
O=C1CCC(=O)N1CC(=O)N1c2ccccc2Sc2ccccc21	1.6	-9	-6	-56	1	1	2.5	2	0	-0.5
Cc1cc(C(=O)NNC(=O)CCN2CCN(c3ccccc3)CC2)c2ccccc2n1	-0.2	-38	-7	-7	1	1	0.4	2	1	-0.2
Fc1ccc2c(c1)[C@H]1OCC[C@H]1[C@@H](c1ccco1)N2	15	-11	14	3	1	1.1	2.0	-3	-4	0.6
Cc1ccc(NC(=O)COc2nc(C)cs2)cc1	0.2	-16	-9	-6	1	0.9	0.1	-7	-3	-0.2
O=C(Nc1cccn(Cc2ccccc2Cl)c1=O)NC1CCCCC1	-1.3	-10	18	2	0.9	0.9	3.5	-5	-2	-0.3
Cn1cc(S(=O)(=O)CC(=O)N2CCc3ccccc32)c2ccccc21	-3.0	-18	2	-19	0.8	0.9	-0.8	-6	2	-0.2
O=C(O)c1cc(-c2ccco2)[nH]n1	0.0	51*	-8	-37	1.9	1.4	1.3	5	1	-0.2
CCNC(=O)CC1C(=O)N(c2ccc(C)cc2)C(=O)N1Cc1ccccn1 (stereo unspecified)	1.0	-3	-5	-2	0.9	0.9	-0.5	-1	3	-0.3
CC1CCCCN1S(=O)(=O)c1ccc(S(=O)(=O)N2CCN(c3ccccc3)CC2)cc1 (stereo unspecified)	0.4	-28	-1	.	1	1	1.3	-12	-2	0.0
CN(C)/C=N/c1[nH]ncc1C#N	0.6	-3	-7	-8	0.9	0.9	2.8	-1	5	0.0
Cn1c(SCc2ccccc2)nnc1-c1ccco1	-1.8	-10	46	15	1	1.1	0.8	-8	-4	-0.1
O=C1NCCN1CCNS(=O)(=O)c1ccc2ccccc2c1	0.9	-13	-7	-40	1	1	-0.8	-6	-3	0.3
CCC(=O)N(C)/C=C1\Sc2ccccc2C1=O	1.7	-5	-6	.	0.9	0.9	-1.2	-2	4	-0.1
Cc1c(Br)c([N+](=O)[O-])nn1CC(=O)NCc1ccccc1	-0.2	-8	3	-17	0.9	1	-0.8	-2	2	0.0
COc1ccc(C(c2nnnn2C2CCCC2)N2CCC(C(N)=O)CC2)c(OC)c1 (stereo unspecified)	-3.2	-15	-7	-8	1	1.1	-0.1	-6	-2	0.0
O=C(NCN1C(=O)C2C3C=CC(C3)C2C1=O)OC1CCCCC1 (stereo unspecified)	-2.4	9	-5	-24	1	1.1	0.1	2	-2	-0.5
CSc1ccc(C2CC(=O)Nc3nc(SC)[nH]c(=O)c32)cc1 (stereo unspecified)	-0.2	-17	-6	15	1.1	1.1	2.9	-8	22*	-0.4
CSc1ccc(/C=N/NC(=O)CN2CCN(Cc3ccccc3Cl)CC2)cc1	-0.1	-1	-10	10	1	1	0.6	7	-4	-0.2
O=C(NNC1=NCCC1)c1cccc(S(=O)(=O)N2CCCCC2)c1	0.4	-8	-5	-21	0.9	0.9	1.3	3	-8	0.1

Only S1P3 antag, for two of the compounds above:
mol | S1P3 antag
O=C(O)c1cc(-c2ccco2)[nH]n1 | -37
COc1ccc(C(c2nnnn2C2CCCC2)N2CCC(C(N)=O)CC2)c(OC)c1 (stereo unspecified) | -8

One compound at a time, from the list above:
Record of Cc1ccc(NC(=O)COc2nc(C)cs2)cc1 = DTT redox prof = 0.2; TNAP inh noacc = -16; Lmaj promast = -9; S1P3 antag = -6; PMI act satM6P = 1; PMI act = 0.9; RAM network inh = 0.1; TNAP inh hi DEA = -7; Efa HMGR inh = -3; Hsp70 act = -0.2
Record of O=C(NNC1=NCCC1)c1cccc(S(=O)(=O)N2CCCCC2)c1 = DTT redox prof = 0.4; TNAP inh noacc = -8; Lmaj promast = -5; S1P3 antag = -21; PMI act satM6P = 0.9; PMI act = 0.9; RAM network inh = 1.3; TNAP inh hi DEA = 3; Efa HMGR inh = -8; Hsp70 act = 0.1
Record of Cn1c(SCc2ccccc2)nnc1-c1ccco1 = DTT redox prof = -1.8; TNAP inh noacc = -10; Lmaj promast = 46; S1P3 antag = 15; PMI act satM6P = 1; PMI act = 1.1; RAM network inh = 0.8; TNAP inh hi DEA = -8; Efa HMGR inh = -4; Hsp70 act = -0.1

Following part.
SMILES	DTT redox prof	TNAP inh noacc	Lmaj promast	S1P3 antag	PMI act satM6P	PMI act	RAM network inh	TNAP inh hi DEA	Efa HMGR inh	Hsp70 act
O=C(NCc1cccnc1)c1ccc(CS(=O)(=O)c2ccc(Br)cc2)o1	-0.1	2	-1	-10	1	1.1	2.2	-5	-4	-0.1
Fc1ccc(C2c3cccn3CCN2C(=S)Nc2cccc(Br)c2)cc1 (stereo unspecified)	-0.5	-11	41	-7	1	0.9	2.6	-4	-1	-0.1
O=C(NCc1ccccn1)c1c(O)c2c([nH]c1=O)CCCC2	0.0	-8	-7	-11	0.8	0.8	1.4	-5	-2	-0.2
COCc1cc(C)nc(N)c1C#N	.	-10	.	.	1	1.1	-0.1	-6	-7	.
Cc1ccc(OC(C)C(=O)N=Nc2c(O)[nH]c3ccc([N+](=O)[O-])cc23)cc1 (stereo unspecified)	-1.0	-24	36	-5	1.1	0.9	3.6	6	2	-0.1
CCN1C(=O)N(CC)C2C1N(CO)C(=O)N2CO (stereo unspecified)	-0.8	-9	0	-8	1.1	1.2	3.4	-3	3	0.0
COc1ccc(C(Nc2ccccn2)c2c(NC(=O)c3ccco3)sc(C)c2C)cc1 (stereo unspecified)	0.3	-14	25	-7	0.9	0.9	1.1	-3	-1	-0.2
c1coc(CN2CN=C(Nc3nc4ccccc4s3)NC2)c1	2.9	-18	9	0	0.9	0.9	0.0	-4	0	-0.2
CCNC(=O)Cn1c(=O)c(=O)n(Cc2ccccc2)c2ccc(Cl)cc21	-0.4	-2	4	-3	1.1	1	4.5	-6	-11	-0.2
COc1ccc(CCN2C(=S)N(C)C(=O)C2CC(=O)Nc2ccc(OC)cc2)cc1 (stereo unspecified)	-0.3	-9	12	5	1	0.9	3.8	-4	0	-0.2
CCCc1cc(=O)[nH]c(SCc2nc3ccc([N+](=O)[O-])cc3[nH]2)n1	0.3	-2	41	-2	1.1	1	0.1	1	-4	-0.1
COc1ccc(CCNC2=C(Cl)C(=O)N(CCc3ccc(OC)c(OC)c3)C2=O)cc1OC	0.2	-11	5	.	0.9	0.9	2.7	-2	-5	-0.3
Cc1cc(C)n2nc(C(=O)OCC(=O)c3cc(C)n(C)c3C)nc2n1	0.4	-10	3	-47	1	1.2	0.1	-5	-2	-0.2
O=C1CSC(c2ccccc2)N1CC(O)c1ccc([N+](=O)[O-])cc1 (stereo unspecified)	-2.1	-11	10	-10	0.9	1	3.3	0	-3	-0.2
